Screens deposited in PubChem BioAssay by several laboratories.
HSF1 activator – increases HSF-1 driven luciferase reporter signal. NIH3T3-HGL HSF-1 luciferase reporter, MG132, 8 h; 100% = twice DMSO control signal. activation, % at 9 µM. 300,000 tested, 1.7% active;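 active = mean replicate activation of at least 50% with a set share of replicates each reaching 50%; inconclusive = only one of those two conditions met; inactive = mean below 50% and too few replicates reaching it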;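 note: 0% = median of the neutral control wells and 100% = twice that signal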
GSK3B inh – blocks human GSK3beta kinase activity; P49841; GST-GSK3beta kinase, ADP-Glo luminescence, 60 min; stronger effect = lower value; activity score (negative = inhibition), % at 10 µM; 300,000 tested, 0.038% active;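 active = more than half of replicate wells score below -50%, meaning over 50% inhibition versus plate controls; inconclusive = some replicates but at most half score below -50%; inactive = no replicate scores below -50%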;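 note: 0% = median DMSO wells and -100% = median GW8510 positive control wells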
Target sequence (P49841 whole entry, looked up): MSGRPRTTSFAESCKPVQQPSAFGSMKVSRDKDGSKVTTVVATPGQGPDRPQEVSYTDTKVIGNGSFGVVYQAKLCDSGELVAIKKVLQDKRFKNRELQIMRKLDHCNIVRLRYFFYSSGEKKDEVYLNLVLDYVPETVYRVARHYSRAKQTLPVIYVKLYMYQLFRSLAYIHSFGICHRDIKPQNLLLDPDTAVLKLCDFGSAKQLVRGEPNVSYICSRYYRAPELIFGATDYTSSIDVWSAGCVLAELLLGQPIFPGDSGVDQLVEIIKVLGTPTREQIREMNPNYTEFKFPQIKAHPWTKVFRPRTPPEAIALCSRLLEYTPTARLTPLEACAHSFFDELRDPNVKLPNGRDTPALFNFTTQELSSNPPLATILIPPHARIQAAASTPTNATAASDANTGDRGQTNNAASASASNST
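test system = GST-tagged human GSK3beta kinase, cell-free | reagent = 25 µM ATP with peptide substrate | dosing = one dose of 10 µM per compound | schedule = 60 min reaction, RT | detection = luminescent ADP-Glo measurement of ADP formed | control set = DMSO neutral wells and GW8510 at 20 µM as positive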
HSP90 inh – blocks HSP90-mediated luciferase refolding in reticulocyte lysate. Rabbit reticulocyte lysate, luciferase refolding luminescence, 3 h. 290,000 tested, 0.91% active. inhibition, % at 5.6 µM;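 active = inhibition above the screen-wide mean plus 3 SD, computed separately per campaign, cut at about 16% in these data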;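 note: 0% = DMSO wells and 100% = 60 µM geldanamycin wells; inhibitors lower the luminescence because luciferase stays unfolded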
KLF5 inh – kruppel-like factor 5 inhibition; inhibition, % at 5 µM; DLD-1 KLF5 promoter-luciferase reporter, luminescence; 290,000 tested, 0.23% active;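 active = inhibition above a per-plate limit of that plate's mean compound inhibition plus 3 SD, cut at about 60% in these data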;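 note: 0% = DMSO wells and 100% = LY294002 at 200 µM; higher means less KLF5 promoter-driven luciferase light; inactives centre near -14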
PolyA inhibitor – blocks polyadenylation in yeast reporter cells. 300,000 tested, 0.02% active. S. cerevisiae SKY197-pL101 polyadenylation reporter, beta-gal luminescence; efflux-impaired pdr1/pdr3 knockout yeast; score 100 = 6 SD above DMSO. calls only at 12 µM;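 active = lowest replicate activity score at least 50, where 100 means six control SD above control mean; inconclusive = lowest score under 50 but half or more replicates reach 50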;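 note: yeast exposed to compound for 9 h at 30 °C; higher score means more reporter readthrough which indicates perturbed polyadenylation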
IEC-6 cytotox – counter-screen for KLF5 inhibitors: cytotoxicity in IEC-6 cells. inhibition, % at 5 µM. 290,000 tested, 0.78% active. IEC-6 cytotoxicity, luminescence viability; in the data active = inhibition above about 22%;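 note: 0% = plate median of test compound wells and 100% = cytotoxic reference compound wells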
HSF1 inh – HSF1 inhibition | NIH3T3-HGL HSE-luciferase, MG132-induced, luminescence 8 h; stronger effect = lower value | activity change, negative = inhibition, % at 7.5 µM (by protocol) | 300,000 tested, 0.77% active;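 active = more than half of replicate wells show activity change below -50%, luminescence cut by over half; inconclusive = some wells, but at most half, below -50%; inactive = no replicate well below -50%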;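 note: luciferase reports HSF-1 transcriptional activity via heat shock element; 0% = median of DMSO wells and -100% = zero luminescence signal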
AI-2 QS modul – modulators of Vibrio harveyi AI-2 quorum sensing system; Vibrio harveyi JMH597 AI-2 luminescence/OD600 ratio, 9 h; stronger effect = lower value; strain lacks LuxN and CqsS sensors; 0 = neutral-control median; activity change, % at 7.5 µM; 300,000 tested, 0.4% active; AID 2094; in the data active = activity change below about -75%, passing the limit was not always enough; inconclusive = no clear call, values can overlap the other calls;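 note: luminescence divided by OD600 gain over 9 h not by final OD600 alone; inactives centre near 13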
aSyn UTR inh – 5' untranslated region of α-synuclein, MLPCN primary screen; alpha-synuclein 5'UTR reporter, inhibitor activity; inhibition, % (tested at 7.5 µM); 300,000 tested, 0.82% active; in the data active = inhibition above about 60%; inconclusive = no clear call, values can overlap the other calls;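 note: H4 neuroglioblastoma cells stably carrying SNCA 5'UTR luciferase fusion; 0% = DMSO wells and 100% = positive control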
GSK3 alpha inh – human GSK-3 alpha kinase inhibition | P49840 | inhibition, % at 10 µM | AID 2650 | ADP-Glo luminescence, 60 min | 320,000 tested, 0.1% active;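 in the data active = inhibition above about 50%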;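 note: GST-tagged GSK-3 alpha with peptide substrate and 25 µM ATP; 0% = DMSO neutral wells and 100% = GW8510 positive control wells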
Target sequence (P49840 whole entry, looked up): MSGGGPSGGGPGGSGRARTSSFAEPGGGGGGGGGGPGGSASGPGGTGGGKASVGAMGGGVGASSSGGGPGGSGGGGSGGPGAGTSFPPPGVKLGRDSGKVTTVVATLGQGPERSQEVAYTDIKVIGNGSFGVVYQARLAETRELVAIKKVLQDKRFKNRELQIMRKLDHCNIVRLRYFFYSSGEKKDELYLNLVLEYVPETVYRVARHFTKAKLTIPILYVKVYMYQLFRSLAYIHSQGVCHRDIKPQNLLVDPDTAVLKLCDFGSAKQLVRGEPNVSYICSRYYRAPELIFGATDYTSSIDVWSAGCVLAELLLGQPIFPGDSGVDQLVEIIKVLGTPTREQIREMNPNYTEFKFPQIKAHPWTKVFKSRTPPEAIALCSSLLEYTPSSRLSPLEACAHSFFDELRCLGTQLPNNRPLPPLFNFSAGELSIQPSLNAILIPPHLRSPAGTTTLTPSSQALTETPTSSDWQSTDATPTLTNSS
Numbers without * were called inactive; i = inactive; ? = inconclusive; . = no result given.

SMILES	HSF1 activator	GSK3B inh	HSP90 inh	KLF5 inh	PolyA inhibitor	IEC-6 cytotox	HSF1 inh	AI-2 QS modul	aSyn UTR inh	GSK3 alpha inh
CC(C)(C)NC(=O)CN(C(=O)c1csnn1)c1ccccc1-c1ccccc1	2.3	-0.8	0.4	-24.2	i	2.6	-7.1	5.4	2.9	-1.2
COc1ccc(-c2nc(C#N)c(NCC3CCCO3)o2)cc1 (stereo unspecified)	15.9	1.0	-1.8	-24.4	i	0.7	13.2	3.2	-57.5	-1.1
CC(C)(C)N1C(=O)[C@H]2[C@@H](c3ccc(Br)cc3)N3C(=O)N(c4ccccc4)C(=O)[C@@]3(C)[C@H]2C1=O	6.1	0.5	1.7	6.7	i	-3.9	1.5	11.3	-3.1	0.3
COc1ccc(OC)c(C2CC(=O)C(C)C(c3cc(OC)ccc3OC)N2)c1 (stereo unspecified)	5.7	0.7	3.4	-32.4	i	2.9	0.1	36.7	8.0	-1.0
Cc1ccccc1C(=O)Nc1ccc(Cl)cn1	39.3	-1.7	-4.0	-85.0	i	-1.9	3.9	15.4	-114.2	-0.1
S=c1nc(SCc2ccccc2)[nH]c2ccccc12	?	-4.0	3.4	-15.1	i	-1.6	27.0	13.1	-7.1	-1.7
COc1ccc(C)cc1NC(=O)NCCCCc1ccccc1	2.8	-0.4	-0.7	-11.6	i	-2.6	-1.6	47.7	8.9	2.0
COc1cccc(CNC(=O)CN(C)S(=O)(=O)c2ccc3c(c2)n(C)c(=O)c(=O)n3C)c1	-15.2	-9.2	1.9	-23.4	i	-0.3	2.0	3.2	-8.1	-2.5
Cc1nc2ccc(C(=O)N(C)CC3CCCN(CCc4ccc(Cl)cc4)C3)cc2[nH]1 (stereo unspecified)	-5.1	0.2	-8.9	0.8	i	0.1	-3.7	0.0	1.0	-3.6
CC1(C)CC(c2csc(N)n2)CCO1 (stereo unspecified)	0.2	-0.5	4.0	-13.9	i	-6.8	7.3	16.6	-3.4	-0.4
CCOC(=O)N1CCN(C(=O)c2cc(COc3ccc(Cl)cc3OC)on2)CC1	40.1	0.6	-4.7	-17.0	i	3.4	6.8	27.4	25.9	-3.7
COc1ccc(CCn2c(=N)c(C(=O)NCCN3CCOCC3)cc3c(=O)n4cccc(C)c4nc32)cc1OC	11.2	0.8	-4.8	-7.2	i	9.9	4.4	11.2	-92.5	3.7
O=C(CCCN1C(=O)c2cccc3cccc(c23)C1=O)N1CCN(c2ccccc2)CC1	20.3	0.5	1.3	-22.1	i	-0.7	4.3	11.4	-11.6	5.1
C=CCN=C1CC(C)(C)CC(=O)/C1=C(\O)CCCN1C(=O)c2ccccc2C1=O	16.6	-1.5	1.6	0.7	i	-7.3	4.5	-1.7	-12.6	-0.8
O=C(Nn1cnc2ccccc2c1=O)c1cccc(Cl)c1	1.8	0.8	-3.0	-20.9	i	-0.7	7.0	-15.8	-25.3	-2.5
O=c1c2ccccc2nnn1CSc1nnc(-c2cccc(S(=O)(=O)N3CCCCC3)c2)o1	46.1	1.5	4.3	6.3	i	-2.7	21.4	15.6	-37.4	-0.1
Cc1nc(C)n(CC(O)COc2ccc3ccccc3c2)n1 (stereo unspecified)	5.2	1.7	3.2	-29.7	i	-2.4	-2.6	14.3	-15.5	-0.3
CCCn1c(SCC(=O)N2CCc3ccccc32)nnc1-c1ccncc1	-0.8	-2.1	-0.4	-33.9	i	1.9	1.4	32.2	35.9	.
CC(=O)c1cccc(NC(=O)COc2ccc3oc(=O)cc(C)c3c2)c1	-5.2	-1.7	0.9	-23.5	i	3.5	-3.4	25.6	46.7	-3.6
COC(=O)c1ccccc1NC(=O)c1c(Br)cnn1C	-2.1	-1.4	-2.3	4.7	i	-3.1	1.6	11.8	1.8	-0.5
COc1cc(CNCCCN2CCOCC2)c(Br)cc1OCC(=O)Nc1ccccc1C	38.8	-3.9	-0.4	6.0	i	-3.8	27.3	-12.7	-10.3	-1.1
CNC(=O)/C(C#N)=C/c1c(N(Cc2ccccc2)Cc2ccccc2)nc2c(C)cccn2c1=O	24.4	3.8	12.8	9.3	i	7.5	1.2	5.2	35.8	3.1
CCN(CC)S(=O)(=O)c1ccc(F)cc1	5.8	-1.1	0.6	-52.4	i	-4.5	0.8	6.9	-4.7	-3.2
CCOC(=O)CC1=C(C(=O)OCC)C(c2cc(OC)c(OC)cc2OC)C(C#N)=C(N)O1 (stereo unspecified)	-0.4	2.3	-2.0	-12.0	i	1.6	-6.9	9.0	-30.4	0.8
O=C1/C(=C/c2ccccn2)SC(=S)N1NS(=O)(=O)c1ccccc1	17.1	1.4	-1.7	-7.0	i	-1.2	6.3	48.2	30.2	-5.0
CC12CN3CCN(CC(C3)C1(O)CN1CCOCC1)C2 (stereo unspecified)	-0.4	4.8	1.5	14.1	i	3.9	0.6	1.8	-27.7	1.4
COc1ccc(C(C)=O)cc1COc1ccc(F)cc1	7.7	0.0	0.1	-0.7	i	4.8	4.6	38.5	29.5	-1.3
COc1nnc(OC)c2ccccc12	-4.2	3.3	2.9	-13.2	i	1.1	-2.5	18.2	2.5	-1.3
COCCn1c(SCC(=O)Nc2cc(Cl)ccc2OC)nc2c(c1=O)SC(C)C2 (stereo unspecified)	-0.1	0.1	0.4	-0.1	i	1.5	-1.7	21.9	33.2	-0.7
CCCn1c(/C=C/c2ccccc2)nc2ccccc21	.	-1.3	1.4	-92.8	i	14.0	.	17.4	.	2.4
CCOc1cc(CNc2ccccc2SC)ccc1O	15.6	4.4	-3.5	-5.8	i	-4.6	9.5	32.8	-34.8	0.3
CCn1c2ccc(F)cc2c2nnc(SCCN3CCOCC3)nc21	-5.8	0.0	0.7	-27.3	i	-1.7	-4.2	13.4	-1.7	0.2
O=C(c1cc(-c2ccc(Br)cc2)nc2ccccc12)N1CCC1	21.7	0.7	.	.	i	.	5.4	31.1	18.9	-3.3
C=CC(C)(C)c1[nH]cnc1/C=C1\NC(=O)C(C(C)C)NC1=O (stereo unspecified)	-14.1	-6.0	.	.	i	.	-6.3	-8.0	-10.1	-1.0
Cn1c(CNC(=O)c2ccco2)nnc1SCC(=O)c1ccc(F)cc1	3.1	-3.7	1.6	-5.1	i	-3.3	4.1	1.4	2.0	0.1
CC(=NCCCN(C)C)C1=C(O)c2ccccc2C1=O	-12.4	0.8	5.3	-20.8	i	-1.5	-1.7	24.0	-3.4	-2.9
N#Cc1ccc(CSc2ccccn2)c(Cl)c1	49.9	0.3	-0.2	-36.7	i	-1.7	20.7	-1.7	-4.7	0.8
O=c1c(-c2ccc(Cl)cc2)[n+]([O-])c2ccccc2n1OCc1nc2ccccc2[nH]1	19.4	14.9	-1.3	-31.7	i	0.5	2.6	25.1	-26.6	1.9
CCN(CC)c1ccc(/C=N/N2CCN(Cc3ccccc3)CC2)c(O)c1	-5.6	0.7	-1.2	-14.0	i	-6.3	7.3	21.3	1.1	-0.6
COc1ccc(OC(C)=O)c(C2c3cc(OC)c(OC)cc3CCN2C(C)=O)c1 (stereo unspecified)	6.9	2.9	2.5	-28.0	i	3.0	-1.0	18.8	18.5	-1.1
O=C(Cn1cc(C(F)(F)F)cc(Cl)c1=O)NCc1ccc(Cl)cc1	4.8	0.4	2.3	-39.5	i	9.0	9.6	-3.4	-9.0	0.7
CCOC(=O)C1=NN(C(C)=O)C2(CC(=O)N(c3cccc(C)c3)C2=O)C1 (stereo unspecified)	-2.3	1.0	-3.4	-31.0	i	-5.8	-7.3	23.7	-17.9	2.0
Cc1[nH]c(=O)[nH]c(=O)c1S(=O)(=O)N1CCCC(C(=O)NCc2ccco2)C1 (stereo unspecified)	5.2	6.9	6.6	-2.6	i	1.8	8.3	12.4	8.4	-2.2
CC1=NN(c2ccc(C(F)(F)F)cn2)C(=O)C1	3.5	2.1	-3.6	-2.4	i	1.4	5.6	26.7	8.5	1.1
Cc1nc(=O)c(-c2ccccc2)c(C)n1-c1ccccc1C(=O)O	3.4	-0.2	1.3	-5.5	i	-1.2	-2.2	17.6	3.9	-1.6
CC(CCc1ccccc1)NC(=S)NC(=O)c1ccco1 (stereo unspecified)	15.7	2.2	-2.1	-3.9	i	-3.3	6.1	15.6	17.2	-2.6
CCc1ccc(OCC(=O)N2CCN=C2c2ccccc2)cc1	26.4	0.7	9.7	-3.9	i	-2.9	8.5	19.2	-0.8	-1.6
CC(C)(C)c1ccc(OC2=CS(=O)(=O)c3ccccc32)cc1	14.4	-2.7	-3.1	-36.0	i	0.9	12.7	-84.2*	-110.3	0.1

Some of these compounds in order of their number in HSP90 inh, descending.
| Molecule | HSP90 inh |
| --- | --- |
| Cc1[nH]c(=O)[nH]c(=O)c1S(=O)(=O)N1CCCC(C(=O)NCc2ccco2)C1 (stereo unspecified) | 6.6 |
| O=C(Cn1cc(C(F)(F)F)cc(Cl)c1=O)NCc1ccc(Cl)cc1 | 2.3 |
| CCN(CC)c1ccc(/C=N/N2CCN(Cc3ccccc3)CC2)c(O)c1 | -1.2 |

Other structures.
SMILES	HSF1 activator	GSK3B inh	HSP90 inh	KLF5 inh	PolyA inhibitor	IEC-6 cytotox	HSF1 inh	AI-2 QS modul	aSyn UTR inh	GSK3 alpha inh
CCOC(=O)/C(C#N)=C1/C=C(C)NC(c2ccccc2O)=N1	-6.5	-6.9	-1.5	8.8	i	3.4	12.6	11.1	-17.7	-4.8
C=CCOc1ccc(-c2n[nH]c(=S)o2)cc1	.	-0.2	-0.6	-41.8	.	6.1	.	46.5	.	11.2
COc1ccccc1CCC(=O)OCC(=O)Nc1c(C)nn(-c2ccccc2)c1C	9.4	0.3	.	.	i	.	1.3	-3.5	-8.9	.
O=C(CSc1ccc(Cl)cc1)Nc1cccc(-c2nc3ncccc3o2)c1	8.1	0.0	1.6	14.5	.	6.7	13.6	4.0	6.9	2.2
Cc1ccccc1CNC(=O)c1ccccc1	.	0.3	-0.3	-3.3	i	-2.7	.	6.3	-12.0	-6.5
COc1cccc(C(=O)NNS(=O)(=O)c2ccc(C)cc2)c1	10.8	-1.2	-4.4	-18.2	i	-5.7	-4.0	13.3	18.1	0.7
CC(C)N1CCN(Cc2ccoc2)CC1CCO (stereo unspecified)	1.4	0.4	1.9	-5.2	i	1.8	-7.1	16.0	11.2	-1.5
COc1ccc(NC(=O)CN(C)C(=O)/C=C/c2ccc(S(=O)(=O)N3CCCCCC3)cc2)cc1	5.1	0.9	.	.	i	.	-5.1	-1.2	?	-2.3
O=C(COC(=O)C1CCC1)NCc1ccc(F)cc1	-1.4	-0.7	.	.	i	.	-0.7	25.4	-3.0	-0.9

Not all compounds are listed; the hit share may differ from the screen's.
